# Bim-Bcl-W = disrupts Bim peptide binding to human Bcl-W; Q92843; inhibition, % at 10 µM; bead-based flow cytometry; hit rate 0.02% among 190,000;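 note: 0% = bound tracer without compound and 100% = peptide blocker; higher means less fluorescent Bim peptide bound to Bcl-W beads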
# Bim-Mcl-1 = disrupts Bim peptide binding to human Mcl-1; Q07820; Bead-based flow cytometry, Bim peptide-Mcl-1 binding; inhibition, % at 10 µM; hit rate 0.1% among 190,000; AID 1009;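 note: 0% = no compound tracer wells and 100% = peptide blocker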
# Target sequence (Q07820 whole entry, looked up): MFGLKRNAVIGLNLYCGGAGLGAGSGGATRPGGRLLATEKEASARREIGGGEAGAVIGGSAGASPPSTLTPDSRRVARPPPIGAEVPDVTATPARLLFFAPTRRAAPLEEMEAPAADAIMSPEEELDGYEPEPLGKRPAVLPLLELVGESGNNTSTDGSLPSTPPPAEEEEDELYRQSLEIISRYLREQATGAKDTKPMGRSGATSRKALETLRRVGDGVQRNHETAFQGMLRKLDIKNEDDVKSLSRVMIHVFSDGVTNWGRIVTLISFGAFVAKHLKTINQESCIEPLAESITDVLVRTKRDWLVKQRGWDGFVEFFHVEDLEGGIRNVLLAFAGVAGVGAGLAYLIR
# Bfl-1 Bim block = human Bim-Bfl-1 interaction inhibition; Bead-based flow cytometry, Bim-Bfl-1 binding inhibition; inhibition, % at 10 µM; hit rate 0.12% among 190,000; AID 1008;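 note: 0% = wells without compound plus tracer and 100% = blocker peptide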
# RGS7-Gao reg = regulators of human RGS7-Galphao interaction; P09471; Multiplexed bead flow cytometry, RGS7-Galphao binding; actives lie on both sides; binding response (% of control), % at 10 µM; hit rate 0.35% among 220,000; AID 1439; in the data active = binding response below about 49% or above about 150%; inconclusive = no clear call, values can overlap the other calls; inactive = in between;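 note: fluorescent Galphao held in activated GDP-AlF4 state binding bead-coupled RGS7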
# Target sequence (P09471 whole entry, looked up): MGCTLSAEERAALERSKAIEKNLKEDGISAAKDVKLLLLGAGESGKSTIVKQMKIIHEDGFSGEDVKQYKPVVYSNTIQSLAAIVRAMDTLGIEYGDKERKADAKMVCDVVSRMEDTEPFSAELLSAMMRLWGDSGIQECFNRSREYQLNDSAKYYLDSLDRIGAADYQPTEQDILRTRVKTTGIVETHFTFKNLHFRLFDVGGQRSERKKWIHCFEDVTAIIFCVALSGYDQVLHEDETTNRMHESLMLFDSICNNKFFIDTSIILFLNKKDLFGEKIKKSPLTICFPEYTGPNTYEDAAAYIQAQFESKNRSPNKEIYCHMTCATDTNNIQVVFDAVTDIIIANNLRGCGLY
# RGS8-Gao = regulators of human RGS8-Galphao interaction; P09471; multiplexed bead flow cytometry, RGS8-Galphao binding; actives lie on both sides; response (percent of control binding), % at 10 µM; hit rate 0.34% among 220,000; in the data active = response below about 60% or above about 140%; inactive = in between;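 note: Galphao activated as the GDP aluminium fluoride complex binding bead-coupled RGS8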
# RGS4-Gao reg = modulates binding of RGS4 to human Galphao; hit rate 0.33% among 220,000; P09471; binding response (% of control), % at 10 µM; Multiplexed bead flow cytometry; actives lie on both sides; in the data active = binding response below about 49% or above about 150%; inactive = in between;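 note: fluorescent Galphao activated with aluminum fluoride binding bead-coupled RGS4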
# ABCG2 inh = blocks JC-1 efflux by human ABCG2 transporter | inhibition, % at 6.6 µM | Q9UNQ0 | IgMXP3 cells, flow cytometry | hit rate 0.1% among 190,000;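 active = inhibition above 80%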;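 note: 0% = DMSO and 100% = nicardipine control wells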
#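 Incubation: cells with compound and JC-1, 10 min at 25 °C, rotating, no wash / Test system: IgMXP3 (ABCG2) plus far-red-tagged CCRF-Adr (ABCB1) cells / Compound dosing: one concentration, 6.6 µM final / Also added: JC-1 fluorescent substrate / Evaluation: efflux inhibition in percent versus controls / Detection: flow cytometry, 530 nm JC-1 signal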
# Bim-Bcl-2 = disrupts Bim peptide binding to human Bcl-2. AID 950. hit rate 0.06% among 190,000. P10415. inhibition, % at 10 µM. Bead-based flow cytometry, Bim peptide-Bcl-2 binding; in the data active = inhibition above about 40%; inconclusive = no clear call, values can overlap the other calls;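 note: 0% = no compound wells with probe peptide and 100% = reference peptide inhibitor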
# Bcl-B Bim block = human Bim-Bcl-B interaction inhibition; Q9HD36; bead-based flow cytometry, Bim peptide-Bcl-B binding; inhibition, % at 10 µM; hit rate 0.073% among 190,000; AID 951;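 note: 0% = tracer peptide without compound and 100% = reference inhibitor peptide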
# Target sequence (Q9HD36 whole entry, looked up): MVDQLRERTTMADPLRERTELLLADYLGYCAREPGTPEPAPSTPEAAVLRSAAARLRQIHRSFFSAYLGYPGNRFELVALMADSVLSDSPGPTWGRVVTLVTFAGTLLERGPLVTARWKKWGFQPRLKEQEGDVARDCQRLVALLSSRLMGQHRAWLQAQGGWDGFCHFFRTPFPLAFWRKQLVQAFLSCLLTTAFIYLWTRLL
# Bim-Bcl-XL = human Bim-Bcl-XL interaction inhibition; inhibition, % at 10 µM; Q07817; hit rate 0.04% among 190,000; AID 1007; Bim peptide-Bcl-XL binding, bead flow cytometry, fluorescence
# ABCB1 block = inhibitors of human ABCB1 transporter, ABCG2 counter-screen; inhibition, % at 6.6 µM; AID 1326; CCRF-Adr cells, JC-1 efflux, flow cytometry; P08183; hit rate 0.067% among 190,000; in the data active = inhibition above about 40%;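 note: 0% = vehicle and 100% = reference inhibitor; higher value means more JC-1 retained so stronger ABCB1 efflux block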
# Active calls of the source: *; ? = inconclusive. Cut-off read from the data, not from the text of the source, unless noted: active = inhibition above about 40%.
SMILES,Bim-Bcl-W,Bim-Mcl-1,Bfl-1 Bim block,RGS7-Gao reg,RGS8-Gao,RGS4-Gao reg,ABCG2 inh,Bim-Bcl-2,Bcl-B Bim block,Bim-Bcl-XL,ABCB1 block
Cc1ccc2c(c1)C(c1ccccc1)N(C(=O)c1ccc(S(=O)(=O)N3CCOCC3)cc1)CC(=O)N2 (stereo not drawn),-1,-1,-13,97,99,99,-2,-4,-7,-7,0.5
CCc1nnc(NC(=O)CSc2nnc(-c3ccc(NS(=O)(=O)c4ccccc4)cc3)o2)s1,-2,-4,-2,89,96,105,-10,-3,-8,-9,-1.6
CCOC(=O)c1cc(-c2ccc(C#N)cc2)nc2c1c(C)nn2CCC#N,1,1,0,104,100,99,20,2,1,0,3.3
Clc1ccc(-c2csc(N3CCN(c4ccccc4)CC3)n2)cc1,-1,0,0,106,107,107,3,0,-4,-2,0.4
COC(=O)c1cc2c(cc1Cl)SC(=NCCCN1CCOCC1)NS2(=O)=O,3,0,-11,100,100,102,1,-1,-7,-3,0.0
Cc1ccc(CNC(=O)C2CCCCC2C(=O)O)cc1 (stereo not drawn),-2,-2,0,99,100,102,1,-1,0,0,0.3
COc1ccc(-n2c(C)cc(C(=O)COC(=O)Cn3cnc4ccccc43)c2C)cc1,4,0,-9,101,101,104,0,0,-6,-4,1.3
CCC(C)(C)n1nnnc1C(C(C)C)N(CCN1CCOCC1)Cc1cc2cccc(C)c2[nH]c1=O (stereo not drawn),1,1,-13,99,100,105,0,-14,-6,-2,0.4
CC1=C(C(=O)OCc2ccccc2)C(c2ccc(C(F)(F)F)cc2)NC(=O)N1CCCCCC(=O)O (stereo not drawn),0,0,1,102,100,100,16,0,-1,0,2.6
O=C(O)c1cc(Cl)c2c(c1)[C@@H]1C=CC[C@@H]1[C@H](c1ccc(S(=O)(=O)N3CCOCC3)cc1)N2,0,0,7,96,94,98,-7,1,1,0,-0.7
CC(C)C(=O)Nc1ccc(C(=O)N/N=C/c2cc(Br)cc(Br)c2O)cc1,2,0,-1,92,98,91,-2,2,-3,1,-0.7
COc1cc(SC#N)ccc1N=Cc1c(C)[nH]n(-c2cccc3ccccc23)c1=O,10,8,28,102,87,94,0,6,8,11,-0.5
O=C(COC(=O)c1ccc(O)cc1)NCc1ccc2c(c1)OCO2,-3,-2,-3,98,100,99,3,0,-3,0,0.1
O=[N+]([O-])c1cc(S(=O)(=O)N2CCCC2)ccc1NN=C1CCCC1,0,-2,0,100,102,100,51,0,-6,-4,1.2
COc1ccc(C(C)C)cc1S(=O)(=O)N1CCN(C)CC1,0,-2,-10,99,100,106,-3,-9,-7,-15,-2.2
CCOC(=O)Nc1c(C(=O)OC)[nH]c2cccc(OC)c12,0,0,-11,120,103,122,1,-6,-1,-7,1.0
COCCN(C(=O)CCCC(=O)Nc1ccccn1)C(C(=O)NC1CCCCC1)c1ccc(C)cc1 (stereo not drawn),4,1,-9,111,105,107,5,-2,-3,-4,0.7
COc1ccc2c(=O)c3c(=O)n(Cc4ccco4)c(-c4ccccc4)nc3oc2c1,4,-3,12,97,93,91,32,1,-9,-4,4.0
CCOC(=O)Cc1ncccc1C(=O)Nc1ccc(OC)cc1,-1,1,-4,102,99,97,1,0,1,0,4.5
CCn1c(SCc2ccc(C(=O)Nc3nccs3)cc2)nnc1-c1ccc(NC(C)=O)cc1,0,1,-1,87,92,82,1,1,1,2,0.3
CC1C/C(=N/NC(=O)c2cccc(F)c2)c2ccc(O)cc2C1 (stereo not drawn),-1,-5,-7,103,106,105,1,-7,-8,-5,0.6
OC1(c2cn(Cc3ccccc3)nn2)CCCCC1,-2,-1,-7,106,103,105,1,-5,-1,0,0.5
CC(C)C(C(=O)NC(C)(C)C)N1C(=O)c2ccccc2C1=O (stereo not drawn),-2,-4,-14,98,104,99,3,-13,-7,-6,0.5
Cc1nnc2ccc(-c3cccc(NC(=O)c4ccco4)c3)nn12,19,20,4,101,105,100,4,3,21,32,0.1

# Sorted by count of non-hydrogen atoms (largest number first): some entries from above.
SMILES,Bim-Bcl-W,Bim-Mcl-1,Bfl-1 Bim block,RGS7-Gao reg,RGS8-Gao,RGS4-Gao reg,ABCG2 inh,Bim-Bcl-2,Bcl-B Bim block,Bim-Bcl-XL,ABCB1 block
COCCN(C(=O)CCCC(=O)Nc1ccccn1)C(C(=O)NC1CCCCC1)c1ccc(C)cc1 (stereo not drawn),4,1,-9,111,105,107,5,-2,-3,-4,0.7
CCOC(=O)Cc1ncccc1C(=O)Nc1ccc(OC)cc1,-1,1,-4,102,99,97,1,0,1,0,4.5
CC(C)C(C(=O)NC(C)(C)C)N1C(=O)c2ccccc2C1=O (stereo not drawn),-2,-4,-14,98,104,99,3,-13,-7,-6,0.5
COc1ccc(C(C)C)cc1S(=O)(=O)N1CCN(C)CC1,0,-2,-10,99,100,106,-3,-9,-7,-15,-2.2

# More compounds.
SMILES,Bim-Bcl-W,Bim-Mcl-1,Bfl-1 Bim block,RGS7-Gao reg,RGS8-Gao,RGS4-Gao reg,ABCG2 inh,Bim-Bcl-2,Bcl-B Bim block,Bim-Bcl-XL,ABCB1 block
CC(C)CC(=O)N=C1SC2CS(=O)(=O)CC2N1CCc1ccccc1 (stereo not drawn),-1,-1,-2,104,114,100,10,0,-1,-5,1.9
CCCSc1nc2ccccc2n1CC(=O)O,0,-1,-7,92,102,99,0,-4,-4,-2,1.5
CC(=O)NCCC(=O)N1CCCC(CNC(=O)c2ccc(-c3ccccc3)cc2)C1 (stereo not drawn),-1,-1,-6,92,95,93,4,1,-3,0,1.1
COc1ccc(Cc2nnc(NC(=O)Cn3cnc4c3c(=O)n(C)c(=O)n4C)s2)cc1,-4,-9,-7,102,102,105,1,-2,-10,-9,0.6
C/C(=N\NC(=O)c1cccc(C)c1)c1cccc(NC(=O)c2ccco2)c1,-3,0,-2,105,109,110,3,-1,0,-3,0.3
CCOc1ccccc1NC(=O)CNC(=O)Cc1ccccc1,-1,0,0,?,103,102,7,0,-5,-1,0.8
CCc1cc2c(=O)c(-c3cscn3)coc2cc1O,0,-1,0,98,98,98,8,0,-5,-3,0.7
COc1ccc(CCn2cc(C#N)c(=O)[nH]c2=O)cc1OC,0,0,-2,103,104,104,11,0,-1,1,3.3
CSc1nc(N2CCN(c3ccccc3Cl)CC2)c2ccccc2n1,-3,-3,5,88,99,98,16,-3,-3,1,8.3
CCOC(=O)CCCN1CC(O)=C(c2nc(-c3ccc(Cl)cc3)cs2)C1=N,-1,-2,-1,103,99,99,20,0,-3,-2,-1.9
O=C(C1=C[C@H](c2ccc3c(c2)OCO3)C[C@H](OCCCCO)O1)N1CCOCC1,-2,-2,3,94,98,85,-1,2,6,-3,-0.5
COc1ccc(OC)c(-c2cc(C(=O)NCc3ccco3)no2)c1,1,2,1,94,98,96,15,1,0,-2,0.0
CN(C(=O)CS(=O)(=O)Cc1ccccc1Cl)c1ccccc1,1,2,-1,96,99,97,14,0,-5,-2,0.6
Cc1cc(C)c(NC(=O)CSc2ccc3nnc(CCNC(=O)c4ccccc4)n3n2)c(C)c1,-4,-5,-4,104,101,100,2,-6,-8,-10,0.1
CCCCS(=O)CC(COc1ccc(Cl)cc1)OC(=O)c1ccccc1 (stereo not drawn),2,3,-7,94,101,102,12,-6,-7,-1,1.6
O=C(Nc1cc(F)cc(F)c1)c1ccc(NCCCN2CCCCCC2)c([N+](=O)[O-])c1,-1,0,0,99,99,98,1,-1,-3,-5,0.0
CCCc1nnc(N2C(=O)c3cccc4cccc(c34)C2=O)s1,0,-5,-8,101,100,100,5,-7,-8,0,0.8
CC(=O)c1cccc(NC(=O)c2ccc(NS(C)(=O)=O)cc2)c1,-2,-2,-25,100,103,102,7,-8,-7,-9,0.2
O=C(NCc1ccc2c(c1)OCO2)c1cccc(Cl)c1,0,-3,-19,98,101,101,5,-11,-4,-10,1.6
CC(=O)NC(=S)Nc1ccc(S(=O)(=O)N(C)Cc2ccccc2)cc1,1,-2,-5,104,102,102,7,-7,-3,-2,1.3
O=C(O)CCn1ccnc1-c1ccccc1,1,0,-2,95,99,100,0,0,0,-1,0.1
COc1ccc(S(=O)(=O)N2CCOCC2)cc1NC(=O)CSc1n[nH]c(C(C)C)n1,-3,-5,-1,100,98,101,3,0,-11,-5,1.0
Cc1ccc(O)c(NC(=O)c2cc([N+](=O)[O-])ccc2Cl)c1,-10,-9,-8,?,101,100,34,-10,-11,-6,0.8
CCOC(=O)c1sc(=NC(=O)c2cccs2)n(C)c1C,-8,-23,-3,101,103,101,2,-1,-4,-15,-0.1
CC1CCCCC1NC(=O)COC(=O)c1ccccc1NC(=O)c1ccco1 (stereo not drawn),1,3,-2,103,98,101,4,0,1,-2,1.1
CCOC(=O)C1CCN(S(=O)(=O)c2cc(Br)cc3c2N(C(=O)C2CC2)CC3)CC1,1,-1,-1,103,106,102,2,0,-4,0,0.1
Cc1ccc(NCCC(=O)c2cccs2)cc1Cl,-1,-6,-8,107,119,118,4,-13,-6,-3,0.1
Cc1nn(-c2ccccn2)c2c1C(c1ccccn1)C1=C(CCCC1=O)N2 (stereo not drawn),2,-1,-11,92,97,95,5,-9,-7,-2,0.0
CC(C)C(=O)N1CCN(c2ccc(NC(=O)c3cccs3)cc2Cl)CC1,-6,0,-10,98,104,101,2,-5,-7,-7,1.1
O=C(CCN1C(=O)c2ccccc2C1=O)N1CCN(Cc2ccc(Cl)cc2Cl)CC1,-3,-2,-19,97,100,103,28,-12,-4,-9,2.4
Cc1cc(C)c2[nH]c(=S)cc(C)c2c1,-5,-4,2,103,101,100,1,-5,-12,-7,0.3
O=S(=O)(c1ccccc1)N1CCN(C(=S)Nc2ccc(F)cc2)CC1,-3,0,-18,99,104,101,-1,-4,-9,-5,-0.2
CCOC(=O)C1(Cc2ccc(OC)cc2)CCN(C(=O)Cn2cnnn2)CC1,0,-1,-4,90,95,94,1,-2,-3,0,0.7
COC(=O)CC1C(=O)NCCN1C(=S)Nc1cc(C)cc(C)c1 (stereo not drawn),-2,-2,0,98,104,100,1,-2,-3,-3,-0.1
Cc1ccc(NC(=S)N(CCN2CCOCC2)Cc2cc3cc4c(cc3[nH]c2=O)OCO4)cc1,-2,0,-4,102,97,99,5,-7,-4,-4,0.9
Cc1ccc(C)c(S(=O)(=O)N2C(=S)NC(=O)C2CC(C)C)c1 (stereo not drawn),-2,-3,-3,99,94,97,3,-5,-6,-11,0.7
N#Cc1ccsc1NC(=O)COC(=O)CCCSc1nc2ccccc2s1,0,-1,-14,101,100,101,0,-10,-7,-13,-0.1
O=S(=O)(Nc1ccc(N=Nc2ccccc2)cc1)c1ccccc1,-7,-3,-10,102,101,104,4,-11,-10,-8,0.1
CC([NH2+][O-])C(C)(C)NO (stereo not drawn),-4,-3,-20,102,100,99,4,-12,-11,-6,1.1
CC(C)n1c(SC2CCOC2=O)nc2ccccc21 (stereo not drawn),-3,0,-4,100,98,98,2,0,-2,-2,0.4
O=C(NCC(=O)N(CC1CCCO1)C(C(=O)NC1CCCCC1)c1ccccc1)c1cccs1 (stereo not drawn),1,2,-7,99,102,99,3,-2,0,4,0.6
Cc1ccc(S(=O)(=O)N2CCCOC2CNC(=O)C(=O)NCCCn2ccnc2)cc1 (stereo not drawn),-6,-7,-10,96,100,99,1,-4,-8,-8,0.1

# Screens as filed in PubChem BioAssay.
